Screening data: PubChem BioAssay, several laboratories
GPR55 antagonists = GPR55 antagonists blocking LPI-driven arrestin recruitment, primary screen, imaging, U2OS, beta-arrestin-GFP, LPI agonist (AID 2013) | U2OS GPR55 beta-arrestin-GFP translocation imaging, LPI antagonism; higher % means a stronger effect | one-dose inhibition, % at 10 µM; IC50 in µM for titrated hits | hit rate 0.13% among 290,000;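 active = spots per cell inhibited over 60%, with over 100 cells counted and total cytoplasm intensity under 500,000; inconclusive = wells with under 100 cells, flagged as likely toxic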;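 also: U2OS cells stably carrying GPR55 and arrestin-GFP stimulated by 5 µM LPI near EC80; imaged beta-arrestin-GFP aggregate spots per cell after agonist stimulation; plate controls were LPI-stimulated DMSO wells for no effect and DMSO wells without LPI for full effect; some results filed as inactive read as strong as hits; confirmed hits need IC50 under 10 µM and bright autofluorescent wells are also inconclusive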
NTR1 ag = agonists of NTR1, primary screen, imaging, U2OS cells, beta-arrestin-GFP, high content (AID 493036) | P30989 | NTR1-U2OS beta-arrestin-GFP spot imaging, agonist mode | activation, % at 20 µM | hit rate 0.17% among 330,000;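 active = activation at or above 40% of the spot to cytoplasm intensity ratio, with at least 20 cells analyzed; inconclusive = wells under 20 cells, flagged as cytotoxic or low count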;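 also: 0% = DMSO without peptide and 100% = 100 nM NTR1 peptide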
Target sequence (P30989 whole entry, looked up): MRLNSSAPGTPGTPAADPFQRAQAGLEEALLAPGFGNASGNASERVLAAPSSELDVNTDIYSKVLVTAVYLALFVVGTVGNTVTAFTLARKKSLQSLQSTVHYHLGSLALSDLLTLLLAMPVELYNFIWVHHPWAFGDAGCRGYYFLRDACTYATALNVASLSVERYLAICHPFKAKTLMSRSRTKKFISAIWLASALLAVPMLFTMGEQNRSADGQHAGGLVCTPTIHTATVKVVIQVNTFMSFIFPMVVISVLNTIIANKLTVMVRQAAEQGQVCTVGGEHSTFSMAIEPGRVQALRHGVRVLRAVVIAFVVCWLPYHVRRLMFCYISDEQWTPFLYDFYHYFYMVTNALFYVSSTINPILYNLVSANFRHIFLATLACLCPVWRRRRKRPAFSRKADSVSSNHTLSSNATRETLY
SV40 large T antigen = TAg ATPase/helicase activity blockers – biochemical (AID 1903); SV40 large T antigen ATPase/helicase inhibition assay; higher % means a stronger effect; inhibition, % at 20 µM; hits with a dose series show IC50 in µM; hit rate 0.39% among 310,000; in the data active = a potency from the dose series; inconclusive = inhibition mostly from about 32% at the one dose, without a potency; inactive = the rest, 99 in 100 with inhibition below about 32%; also: strong numbers were not always called active
AID2073 = disruptors of CaV2.2 binding to Mint1 – biochemical, HTRF (AID 2073); HTRF protein-protein interaction, Mint1-CaV2.2; higher % means a stronger effect; hit rate 0.19% among 290,000; inhibition, % at 20 µM, or IC50 in µM where a hit was titrated; in the data active = inhibition mostly above about 51%, no sharp cut-off; inconclusive = no clear call, values can overlap the other calls; inactive = mostly below about 53%; also: some results filed as inactive read as strong as hits
Dengue-2 NS5 capping = flavivirus cap methylation enzyme inhibition – biochemical, confirmation dose response, primary screen (AID 588689); Dengue-2 NS5 methyltransferase capping enzyme assay, biochemical; higher % means a stronger effect; inhibition, % at 25 µM; hits with a dose series show IC50 in µM; hit rate 0.3% among 340,000; in the data active = a potency from the dose series; inconclusive = inhibition above about 29% without an active follow-up result
Yfh1-depleted yeast = mitochondrial function rescue without frataxin homolog – Friedreich's ataxia, plus single-dose screen, dose response (AID 1465); S. cerevisiae Yfh1-off respiration, WST-1 reduction, 72 h; higher fold induction means a stronger effect; one-dose fold induction at 50 µM; EC50 in µM for titrated hits; hit rate 0.074% among 220,000;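 active = fold induction of absorbance versus untreated yeast above a set limit, then at least 30% activation at any dose in follow-up; inconclusive = repeats straddling the limit, or above it without dose testing; inactive = fold induction below the set limit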;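 also: activators that raise dye reduction in frataxin-depleted yeast; strong numbers were not always called active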
GPR55 beta-arrestin = GPR55 agonists via beta-arrestin recruitment, primary screen, imaging, U2OS cells, beta-arrestin-GFP redistribution (AID 1961); activation, % at 10 µM; hits with a dose series show EC50 in µM; hit rate 0.048% among 290,000; U2OS GPR55 beta-arrestin-GFP redistribution imaging; higher % means a stronger effect;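 active = activation above 40% with more than 50 cells counted in the well; inconclusive = wells holding fewer than 50 cells, flagged as toxic or sparse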;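 also: U2OS osteosarcoma cells stably expressing GPR55 and beta-arrestin-GFP; plate controls were DMSO negative control for no effect and LPI positive control for full effect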
GPR35 antagonists = GPR35 antagonists blocking zaprinast-driven arrestin recruitment, primary screen, imaging, U2OS, beta-arrestin-GFP, zaprinast agonist (AID 2058); U2OS GPR35 beta-arrestin-GFP translocation imaging, zaprinast antagonism; higher % means a stronger effect; inhibition, % at 10 µM, or IC50 in µM where a hit was titrated; hit rate 0.052% among 290,000;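 active = inhibition of at least 50% with at least 30 cells and total cytoplasm GFP at most 10,000,000; inconclusive = under 30 cells or total GFP of 10,000,000 plus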
Rac1 GTP hydrolysis = MgcRacGAP GTPase-activating activity inhibitors, confirmation, biochemical, ADP Hunter fluorescence; MgcRacGAP-stimulated Rac1 GTP hydrolysis, ADP Hunter fluorescence; higher % means a stronger effect; GST-tagged Rac1 F28L mutant substrate; inhibition, % at 30 µM, or IC50 in µM where a hit was titrated; hit rate 0.6% among 340,000;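 active = first-screen hits whose inhibition reached a set limit at any dose in the follow-up dose series; inconclusive = inhibition above the set first-screen limit but never retested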;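 also: fluorescence reports GDP produced by GAP-driven GTP hydrolysis; strong numbers were not always called active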
NTR1 ag cell count 20 µM = further read-out of NTR1 ag, marked with its call; cell count; measured here: cell count, cytotoxicity flag
Dengue-2 NS5 capping pilot replicate = also measured in Dengue-2 NS5 capping; calls as there; inhibition, %; measured here: pilot screen replicate inhibition
Starred values were filed as active, the others as inactive; i = inactive; ? = inconclusive; . = no result given.

Start of the listing, in advance:
SMILES | GPR55 antagonists | NTR1 ag | NTR1 ag cell count 20 µM | SV40 large T antigen | AID2073 | Dengue-2 NS5 capping | Yfh1-depleted yeast | GPR55 beta-arrestin | GPR35 antagonists | Rac1 GTP hydrolysis | others
O=C(c1cc(COc2c(F)cccc2F)on1)N1C[C@H]2CC[C@H]1C2 | -3% | 0.0 | 60 | -12% | 8% | -5% | . | -0.1% | -4% | 1%
O=C1OCCN/C1=C\C(=O)c1ccccc1 | -7% | 0.1 | 55 | 7% | 3% | -3% | i | -0.1% | -9% | 6%

The list itself, from the first entry:
SMILES | GPR55 antagonists | NTR1 ag | NTR1 ag cell count 20 µM | SV40 large T antigen | AID2073 | Dengue-2 NS5 capping | Yfh1-depleted yeast | GPR55 beta-arrestin | GPR35 antagonists | Rac1 GTP hydrolysis | others
O=C(c1cc(COc2c(F)cccc2F)on1)N1C[C@H]2CC[C@H]1C2 | -3% | 0.0 | 60 | -12% | 8% | -5% | . | -0.1% | -4% | 1%
O=C1OCCN/C1=C\C(=O)c1ccccc1 | -7% | 0.1 | 55 | 7% | 3% | -3% | i | -0.1% | -9% | 6%
O=C1c2cc(CO)cc(O)c2C(=O)c2c(O[C@@H]3OC(CO)[C@@H](O)[C@@H](O)[C@@H]3O)cccc21 (stereo partly drawn) | . | -1.5 | 88 | 18% | . | -1% | i | . | . | 8%
C=CCOc1cccc(C2c3c(oc4ccccc4c3=O)C(=O)N2c2ccccn2)c1 (stereo not drawn) | -3% | 2.6 | 69 | -4% | 4% | 1% | i | -0.1% | 13% | -14%
CC(=O)NS(=O)(=O)c1ccc(NC(=O)C(Sc2ccccc2)c2ccccc2)cc1 (stereo not drawn) | 8% | -0.6 | 61 | 3% | -15% | -4% | i | 0.1% | 10% | 6%
CCC(=O)N1CCc2cc(Br)cc(S(=O)(=O)NCCCN(C)Cc3ccccc3)c21 | 4% | 0.6 | 51 | 5% | 13% | -3% | . | -0.3% | 3% | 5%
COc1ccc(C(=O)NCCSCc2ccco2)cc1OC | -3% | 1.7 | 58 | -1% | 10% | -2% | i | -0.3% | -16% | 0%
CSc1ccc(/C=C(/NC(=O)c2ccccc2)C(=O)NCCCn2ccnc2)cc1 | 8% | 0.2 | 51 | 20% | 6% | 13% | . | 0.4% | 15% | -2%
CC(NC(=O)Cn1cc(C(F)(F)F)ccc1=O)c1ccc(F)cc1 (stereo not drawn) | 6% | 2.0 | 63 | 19% | -4% | -1% | i | -0.4% | -8% | -7%
O=C(COC(=O)C1CCN(c2ccc(C(F)(F)F)cn2)CC1)c1ccccc1Cl | . | 1.6 | 66 | 9% | . | 0% | . | . | . | 3%
O=C(C1CC1(c1ccccc1)c1ccccc1)N1CCOCC1 (stereo not drawn) | 7% | 2.8 | 61 | -4% | 2% | 4% | i | -0.1% | 18% | 2%
COCCCNC(=S)NNC(=O)c1ccccc1Br | 3% | 0.0 | 48 | -3% | -12% | -1% | i | 0.2% | 5% | 4%
CCOC(=O)N1CCN(C(=O)c2cn(CC)c3ccc(S(=O)(=O)N(C)C4CCCCC4)cc3c2=O)CC1 | -12% | -1.1 | 53 | 2% | 14% | 3% | . | -0.2% | -4% | 9%
Cc1ccc2cc(C)c(N3CCC(C)CC3)nc2c1 | -4% | 4.2 | 43 | 3% | -14% | 8% | i | -1.2% | 2% | 8%
O=C1c2ccccc2C(=O)N1CCCCN(C(=O)c1cc2ccccc2oc1=O)c1ccc(Cl)cc1 | 20% | 7.8 | 45 | -70% | -1% | -5% | i | -0.5% | 4% | 10%
CC(NC(=S)NCCc1ccccc1)C(c1cccs1)N1CCN(Cc2ccccc2)CC1 (stereo not drawn) | 9% | 3.7 | 87 | 8% | 7% | -1% | i | 1.7% | -11% | 5%
OCC[C@@H]1C[C@@H](O)[C@H](O)[C@]2(Cc3ccccc3O2)O1 | 10% | 1.0 | 79 | 5% | -3% | -6% | . | -0.2% | 1% | 8%
COc1ccc(S(=O)(=O)Nc2nc3ccccc3nc2Nc2cccc(C(=O)O)c2)cc1 | -12% | -0.6 | 55 | . | 26% | 35µM* | . | -0.1% | 2% | -8%
COC(=O)c1ccc(OC(=O)c2ccccn2)cc1 | -6% | -2.0 | 72 | 8% | 4% | -22% | i | -0.2% | 9% | -2%
COC(=O)c1ccccc1NCC(=O)c1ccc(OC)cc1 | -8% | 0.1 | 55 | 3% | 8% | -8% | . | -0.4% | 8% | 9%
COc1ccc(C2CC2C(C)=O)cc1 (stereo not drawn) | -10% | -0.8 | 50 | 13% | -8% | 0% | i | 0.1% | -1% | 4%
COc1cccc(C(=O)N2CCSC2=S)c1 | 1% | 0.2 | 49 | 20% | 0% | -5% | i | -0.1% | 0% | 10%
CC(=O)/C=C1\SC(CC(=O)O)C(=O)N1c1ccccc1 (stereo not drawn) | -6% | 0.6 | 49 | 30% | -4% | 0% | i | 0.0% | 17% | -1%
Cn1c(SCC(=O)Nc2cccc3ccccc23)nc(O)cc1=O | 6% | 0.0 | 81 | 1% | 3% | -4% | i | -0.1% | -10% | 5%
CC(=O)NS(=O)(=O)c1ccc2c(c1)Cc1cc(S(=O)(=O)NC(C)=O)ccc1-2 | 3% | 0.5 | 48 | 11% | 13% | -4% | . | -0.3% | -7% | 8%
CC(C)Sc1oc(-c2ccco2)nc1S(=O)(=O)c1ccc(F)cc1 | 3% | 0.5 | 78 | 25% | 18% | -2% | i | -0.2% | -11% | 10%
COc1ccccc1Cc1noc(C(C)(C)NC(=O)c2ccccc2)n1 | 14% | 0.3 | 57 | 5% | -2% | 3% | i | -0.2% | -4% | 0%
O=C(COc1ccc(-n2ccnc2)cc1)Nc1cccc(Cl)c1 | -6% | 2.2 | 57 | 11% | -2% | -3% | i | -0.4% | -10% | -9%
COCCN(Cc1ccccc1)C(=O)c1cccc(S(=O)(=O)N(C)c2c(C)n(C)n(-c3ccccc3)c2=O)c1 | . | 0.5 | 52 | 9% | . | 5% | . | . | . | 10%
O=C(N/N=C/c1ccccc1C(=O)O)c1ccc(COc2cccc3cccnc23)cc1 | -4% | 0.7 | 47 | 7% | 18% | 0% | i | 0.0% | 6% | 5%
CCC(=O)Nc1ccc(S(=O)(=O)NCCc2ccccc2)cc1 | -9% | 0.6 | 84 | 8% | -4% | -5% | i | 0.0% | 10% | 4%
Cc1ccc(S(=O)(=O)/N=C/c2ccco2)cc1 | 5% | 2.9 | 51 | 1% | ? | -9% | i | 1.8% | 9% | 2%
COc1ccc(Cl)cc1NC(=O)CN(C)Cc1cccs1 | -1% | 1.6 | 55 | 9% | -3% | -12% | . | -0.1% | -4% | 6%
O=C(OCC(=O)N1N=C(c2ccc(Cl)cc2)CC1c1ccco1)c1ccccc1O (stereo not drawn) | -1% | 3.8 | 59 | 2% | 33% | 2% | i | 0.0% | -2% | 3%
Cc1occc1-c1nnc(SCC(=O)Nc2ccc(F)cc2)n1Cc1ccccc1 | -6% | 0.8 | 56 | 88% | 5% | -8% | i | -0.1% | -1% | 4%
COc1cc(OC)c(OC)cc1CN1CCC(O)CC1 | -8% | 0.6 | 48 | 12% | -13% | 2% | i | 0.0% | 2% | 4%
CCOc1cc(N2CCOCC2)c(OCC)cc1NC(=O)COC(=O)/C=C/c1ccc(OC(F)F)cc1 | . | 2.8 | 63 | 15% | . | -2% | . | . | . | 3%
Cn1nnc(NC(=O)C(c2ccccc2)c2ccccc2)n1 | 9% | -0.1 | 82 | 16% | 2% | -14% | i | -0.3% | 14% | -6% | Dengue-2 NS5 capping pilot replicate=-4.3
CC(=O)N=C1SC2CS(=O)(=O)CC2N1Cc1ccc(C)cc1 (stereo not drawn) | 9% | 2.1 | 56 | 3% | -7% | . | i | 0.3% | -2% | .
CC(C)N(CCc1ccncc1)C(=S)Nc1ccc(F)c(Cl)c1 | -21% | 0.3 | 62 | 5% | -17% | -10% | i | 0.6% | 5% | 5%
CCC(C)c1ccc(S(=O)(=O)Nc2cccnc2)cc1 (stereo not drawn) | 1% | 0.0 | 46 | 5% | ? | -4% | . | 0.0% | 3% | 1%
Cc1cc(C(=O)N/N=C/c2cc([N+](=O)[O-])cc(C)c2O)n[nH]1 | -8% | . | . | 0% | -9% | 6% | i | 0.0% | -6% | 0%
O=C(COc1cccnc1[N+](=O)[O-])Nc1ccc(Cl)c(S(=O)(=O)N2CCOCC2)c1 | -1% | 0.5 | 70 | 10% | -2% | 7% | i | 0.2% | 2% | 12%
CCO[C@H]1OC(C(=O)N2CCN(Cc3ccc4c(c3)OCO4)CC2)=C[C@@H](c2ccc(Br)cc2)[C@@H]1CCCO | -2% | -0.4 | 85 | 1% | -9% | -6% | i | 0.8% | -2% | 7%
CCN(CC)CCN(C(=O)c1ccc(C(=O)c2ccccc2)cc1)c1nc2cc3c(cc2s1)OCO3 | 25% | 2.0 | 72 | 5% | 1% | 1% | . | 1.0% | 3% | 13%
O=C(c1ccccc1C(=O)N(c1ccccc1)c1ccccc1)N1CCCCC1 | -2% | 1.0 | 55 | 4% | 7% | -11% | i | -0.3% | 4% | 1%
Cc1ccccc1NC(=S)NCc1ccc(F)cc1 | 12% | 1.8 | 58 | 16% | 8% | -12% | . | 0.2% | 1% | 1%
CC(=O)C1C(c2cccc(F)c2)NC(=O)NC1(O)C(F)(F)F (stereo not drawn) | 8% | 1.7 | 71 | 15% | 1% | 2% | . | -0.1% | 11% | 5%
O=C(CSc1nc2ccccc2s1)N1CCCCC1 | 8% | 1.4 | 62 | 3% | -25% | 0% | i | -0.1% | -3% | 10%
O=C(CCCn1c(=S)[nH]c2cc3c(cc2c1=O)OCO3)N1CCc2ccccc2C1 | 15% | 6.1 | 83 | -1% | -28% | -1% | i | -2.0% | 17% | 4%
O=C(NCc1ccccn1)c1ccc(OC2CCN(Cc3ccc(F)cc3F)CC2)cc1 | -4% | -0.6 | 53 | 4% | 13% | 0% | . | -0.2% | -4% | 10%
CCN(CC)C(=O)c1sc(NC(=O)c2cccc([N+](=O)[O-])c2)c(C#N)c1C | 1% | 4.5 | 61 | 2% | 3% | -5% | i | 0.1% | 0% | 7%
COc1cc(C2C(C#N)=C(N)N(c3ccc(F)cc3)C3=C2S(=O)(=O)CC3)ccc1O (stereo not drawn) | 1% | -0.8 | 79 | ? | 38% | -28% | i | -0.3% | 7% | 20%
